Screens deposited in PubChem by several laboratories.
phage Ecoli inh = E. coli growth loss with phage present. growth absorbance. 0.26% of 360,000 active. inhibition, % at 11.9 µM; in the data active = inhibition above about 11%
MOR-DOR ag = agonists of human mu-delta opioid receptor heterodimerization | 0.3% of 340,000 active | cells, OPRM1-OPRD1 heterodimerization, luminescence | activation, % at 9.3 µM | P35372+P41143; in the data active = activation above about 18%;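 note: 0% = vehicle-treated cells and 100% = reference agonist; values of inactives mirror those of a sister screen read the other way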
Target sequence (P35372 whole entry, looked up): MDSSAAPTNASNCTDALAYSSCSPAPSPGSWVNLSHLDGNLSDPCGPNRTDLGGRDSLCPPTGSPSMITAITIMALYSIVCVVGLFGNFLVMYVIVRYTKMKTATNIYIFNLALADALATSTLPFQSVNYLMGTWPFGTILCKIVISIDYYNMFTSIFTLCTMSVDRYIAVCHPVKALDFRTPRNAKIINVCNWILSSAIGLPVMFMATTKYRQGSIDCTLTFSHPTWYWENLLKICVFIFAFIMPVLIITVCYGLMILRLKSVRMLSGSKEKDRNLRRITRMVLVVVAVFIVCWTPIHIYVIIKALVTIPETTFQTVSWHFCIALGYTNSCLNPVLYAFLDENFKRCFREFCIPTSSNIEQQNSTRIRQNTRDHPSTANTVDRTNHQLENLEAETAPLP
Target sequence (P41143 whole entry, looked up): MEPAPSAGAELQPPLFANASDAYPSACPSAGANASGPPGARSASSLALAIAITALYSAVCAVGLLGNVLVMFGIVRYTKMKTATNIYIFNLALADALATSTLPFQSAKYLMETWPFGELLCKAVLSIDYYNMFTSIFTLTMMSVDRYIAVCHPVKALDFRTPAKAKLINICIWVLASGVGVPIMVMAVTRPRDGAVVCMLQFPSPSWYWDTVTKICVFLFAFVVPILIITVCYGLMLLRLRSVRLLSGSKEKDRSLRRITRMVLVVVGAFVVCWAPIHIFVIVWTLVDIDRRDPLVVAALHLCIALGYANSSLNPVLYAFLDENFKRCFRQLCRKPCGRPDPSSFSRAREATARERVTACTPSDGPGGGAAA
Tat transport = inhibitors of E. coli Tat protein transport. 0.036% of 340,000 active. inhibition, % at 10 µM. E. coli MC4100 TorA-mCherry Tat export, fluorescence. AID 488895;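 active = mean replicate inhibition at least 50% and at least half of replicates individually reaching 50%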;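 note: exported cargo escapes ClpAP degradation while cytoplasmic cargo is degraded and loses fluorescence; 0% = median of neutral control wells and 100% = median of NaSCN control wells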
OPRM1-OPRD1 inv = inverse agonists of human mu-delta opioid receptor heterodimerization. P35372+P41143. inhibition, % at 9.3 µM. cell-based MOR-DOR heterodimer luminescence, inverse agonism. 0.21% of 340,000 active; in the data active = inhibition above about 22%, passing the limit was not always enough;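 note: 0% = cells with DMSO and 100% = wells without cells with DMSO; values of inactives mirror those of a sister screen read the other way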
PKA-R1A act = activators of PKA-R1A complex; P00514+P68181; PKA-R1A dissociation, Cy5-IP20 fluorescence polarization; scaled: DMSO 0%, 113 µM cGMP 100%; activation, % at 11.4 µM; 0.083% of 340,000 active;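 active = percent activation above the mean of all tested compounds plus 3 SD, cut at about 19% in these data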;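 note: higher means more PKAc released from R1A so a rise in polarization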
Mot1-301 SUMO = SUMOylation pathway inhibition by Mot1-301 growth rescue. S. cerevisiae Mot1-301 growth rescue, ATP luminescence, 38.5C; percent above DMSO median, 100 means doubled. 1% of 320,000 active. growth rescue, % at 18.8 µM. AID 2716;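 active = every valid replicate shows activation above 250% relative to neutral control wells; inactive = the rest, any valid replicate at or below 250%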;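 note: OY570 slx delta 5 strain wells were the positive control but not used for scaling; some compounds called inactive have numbers as strong as hits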
PfHsp90 set2 = growth inhibition of yeast expressing Plasmodium Hsp90 | S. cerevisiae expressing PfHsp90, BacTiter-Glo ATP, 48 h; yeast lacking PDR1 and PDR3 efflux regulators | AID 504621 | 0.32% of 310,000 active | inhibition, % at 9.4 µM;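 active = every replicate shows inhibition above about 80%, whatever the replicate mean, limit read from the data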;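 note: 0% = DMSO neutral controls and 100% = 20 µM radicicol positive controls; yeast relying on Plasmodium falciparum Hsp90 in place of its own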
PKA-R2B act = PKA-R2B complex activation; PKA-R2B holoenzyme dissociation, Cy5-IP20 fluorescence polarization; R2B truncated from residue 108, S112A mutant; 0% DMSO only, 100% 113 µM cGMP; activation, % at 11.4 µM; 0.079% of 340,000 active; AID 504700;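 active = activation above a cutoff set at the mean over all compounds plus 3 SD, cut at about 18% in these data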;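 note: higher means more holoenzyme dissociation and a rise in polarization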
AddAB inh = less growth of phage-infected E. coli with AddAB. E. coli expressing H. pylori AddAB, absorbance growth. inhibition, % at 11.9 µM. 0.29% of 330,000 active; in the data active = inhibition above about 12%;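 note: 0% = vehicle wells of infected cells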
HTR5A inv ag = inverse agonist of human HTR5A in OPRM1-OPRD1 counter-screen; inhibition, % at 9.3 µM; P47898; AID 504634; 0.083% of 340,000 active; HTR5A cell line, luminescence, inverse agonism; in the data active = inhibition mostly above about 23%, no sharp cut-off; inactive = mostly below about 18%;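 note: 0% = cells with DMSO and 100% = no-cell wells with DMSO; some compounds called inactive have numbers as strong as hits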
Ecoli viability = bacterial growth inhibition, counter-screen for AddAB inhibitors; E. coli V3065 growth, OD600 absorbance, 18 h; inhibition, % at 11.9 µM; 0.27% of 330,000 active;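 active = inhibition above the campaign's mean inhibition across all tested compounds plus 3 SD, cut at about 9.9% in these data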;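 note: uninfected addAB+ strain grown without phage in ampicillin broth; 0% = DMSO wells and 100% = ciprofloxacin 0.95 µg/ml wells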
Numbers without * were called inactive; x = not tested or not shown.

item | Structure | phage Ecoli inh | HTR5A inv ag | Mot1-301 SUMO | AddAB inh | MOR-DOR ag | PKA-R1A act | OPRM1-OPRD1 inv | Ecoli viability | PKA-R2B act | Tat transport | PfHsp90 set2
1 | CC(=O)Nc1cccc(NC(=O)C2CCCN2C(=O)Nc2cccc(F)c2)c1 (stereo not drawn) | -0.2 | -3 | 1 | -1.5 | -0.4 | -12 | 2 | -1.9 | 3 | -5 | 1
2 | CC(=O)Nc1ccccc1C(=O)C(=O)Nc1ccccc1 | -0.1 | 4 | 151 | 4.5 | 0.7 | 3 | -3 | 1.3 | -3 | -6 | 4
3 | CC(C)C(=O)Nc1ccc(NC(=O)c2ccc3c(c2)OCO3)cc1 | -0.7 | 5 | 9 | -0.7 | -3.4 | -10 | 17 | -0.1 | -10 | 0 | 2
4 | Cc1c(Cl)cccc1NC(=S)Nc1ccc2[nH]c(=O)[nH]c2c1 | 0.0 | 8 | 1 | 3.0 | -0.1 | -13 | 1 | -0.7 | 4 | -2 | 0
5 | Cc1nn(C)c(C)c1/C=C/C(=O)O | 2.1 | -28 | x | 1.4 | -2.5 | -3 | 13 | 1.8 | -6 | -2 | 1
6 | CSCCC(NS(=O)(=O)c1cc(C(=O)O)ccc1Cl)C(=O)O (stereo not drawn) | 1.0 | 5 | 212 | 1.8 | -3.0 | 2 | 15 | 0.3 | -1 | -3 | -7
7 | Cc1cccc(C)c1NC(=O)CN(C)C(=O)/C=C/c1cccs1 | 3.5 | 7 | -5 | 0.7 | -1.0 | -1 | 5 | -1.3 | -1 | 3 | 22
8 | COc1ccccc1N1C(C)=CC(=C(C#N)c2nc3ccccc3s2)C=C1C | 3.1 | -3 | 12 | 4.1 | -0.5 | -9 | 3 | -0.5 | -6 | 4 | -17
9 | CC(C)CCNC(=O)CNC(=S)N(CCCN1CCOCC1)Cc1cccs1 | 4.7 | -14 | 7 | 5.0 | -2.0 | -14 | 11 | -1.2 | -5 | 3 | 13
10 | CC1CCN(Cc2c(C(=O)N/N=C/c3ccc(C(F)(F)F)cc3)nnn2-c2nonc2N)CC1 | 0.1 | -9 | 30 | 3.8 | 1.4 | 2 | -8 | 0.2 | -2 | 4 | 20
11 | COc1cccc(/C=N/n2c(-c3cc(C)[nH]n3)n[nH]c2=S)c1OC | 1.1 | 8 | -17 | 5.5 | -3.1 | -10 | 16 | -1.9 | -1 | -8 | -16
12 | O=C(COc1ccc(Cl)cc1Cl)NCC(=O)N/N=C/c1c[nH]c2ccccc12 | 3.3 | -4 | 6 | 1.5 | -3.0 | -6 | 15 | -0.3 | -11 | -5 | -26
13 | O=C1CC(N2CCN(c3ccc(S(=O)(=O)N4CCCC4)cc3)CC2)C(=O)N1c1ccc(F)cc1 (stereo not drawn) | 1.9 | 6 | 69 | 3.3 | 0.8 | -6 | -3 | 1.4 | -3 | -2 | 7
14 | O=C(c1cccc(-n2cccc2)c1)N1CCN(S(=O)(=O)c2ccccc2Br)CC1 | 2.4 | 17 | x | x | 0.7 | -5 | -5 | x | -9 | 5 | -12
15 | Cc1ccc(C(=O)C2CC2)cc1C | 2.0 | -8 | x | x | 2.7 | 3 | -13 | x | 4 | 13 | 1
16 | COc1ccc(N2CCN(C(=O)c3cc(C)oc3C)CC2)cc1 | 1.9 | -18 | 4 | -0.9 | -2.4 | 7 | 14 | -1.1 | 8 | -1 | 0
17 | CCOc1ccccc1C1CC(=O)NC2=C1C(=O)CC(C)(C)C2 (stereo not drawn) | 1.4 | -15 | -8 | 4.4 | -4.6 | -10 | 19 | -0.5 | -5 | -6 | -10
18 | O=c1[nH]c(=O)n(C2CCCO2)cc1Br (stereo not drawn) | 0.6 | 4 | 678* | 4.2 | -0.4 | -2 | 2 | 0.6 | 7 | 0 | -1
19 | COc1ccc([N+](=O)[O-])cc1N(CC(=O)O)S(C)(=O)=O | 1.2 | 14 | 5 | 0.0 | -0.8 | 4 | 4 | -2.4 | 0 | -10 | 16
20 | COc1ccc(/C=C/C(=O)c2ccc(Cl)cc2)c(OC)c1 | 4.7 | 1 | 25 | 0.8 | -1.6 | -11 | 9 | -0.2 | -3 | 0 | 14
21 | CCN(CC)CCOC(=O)c1cccc(OC)c1 | 3.9 | 24 | 5 | 1.3 | -1.7 | -5 | 10 | -0.6 | -9 | -4 | -7
22 | Cc1cc2cc(CN(CC3CCCO3)C(=S)NCc3ccco3)c(=O)[nH]c2cc1C (stereo not drawn) | 1.0 | -9 | -27 | 0.5 | 0.3 | -7 | -2 | -1.0 | -5 | 6 | 17
23 | Clc1ccc(/C=N/NC2=Nc3cccc4cccc2c34)cc1 | 2.8 | -30 | -18 | 2.0 | 8.3 | -4 | -50 | -1.7 | -9 | -1 | -18
24 | CCN(CC)CCNC(=O)C(=O)NCC1OCCN1S(=O)(=O)c1cccs1 (stereo not drawn) | -0.2 | 5 | 3 | -0.7 | -2.4 | -8 | 10 | 2.2 | 4 | 0 | 31
25 | CCc1ccccc1N1C(=O)C2C3C=CC(CC3)C2C1=O (stereo not drawn) | 0.5 | -3 | -14 | 1.3 | -0.8 | -2 | 4 | -0.2 | -4 | 3 | 13

Only Mot1-301 SUMO, Ecoli viability and Tat transport, for 3 of the compounds above:
cpd	Molecule	Mot1-301 SUMO	Ecoli viability	Tat transport
6	CSCCC(NS(=O)(=O)c1cc(C(=O)O)ccc1Cl)C(=O)O (stereo not drawn)	212	0.3	-3
7	Cc1cccc(C)c1NC(=O)CN(C)C(=O)/C=C/c1cccs1	-5	-1.3	3
8	COc1ccccc1N1C(C)=CC(=C(C#N)c2nc3ccccc3s2)C=C1C	12	-0.5	4

Next part:
item | Structure | phage Ecoli inh | HTR5A inv ag | Mot1-301 SUMO | AddAB inh | MOR-DOR ag | PKA-R1A act | OPRM1-OPRD1 inv | Ecoli viability | PKA-R2B act | Tat transport | PfHsp90 set2
26 | COc1cccc2cc(C(=O)OCC(=O)NCc3ccc4c(c3)OCO4)c(=O)oc12 | 0.3 | -15 | -14 | 2.4 | -0.7 | 2 | 3 | 0.3 | 1 | -14 | -1
27 | C/C(=C/C(=O)N1CCc2ccccc21)C(=O)O | 2.8 | -14 | 8 | 1.6 | 1.9 | 0 | -9 | -0.9 | 3 | 3 | 7
28 | Cc1ccc(C(=O)CNc2cccc(Cl)c2)cc1 | 0.3 | -10 | -11 | 1.1 | -6.2 | 9 | 28 | 0.2 | -9 | -2 | -21
29 | Cc1cc(C)cc(N(CCC#N)C(=O)CN2C(=O)NC3(CCCC3)C2=O)c1 | 2.7 | -24 | -4 | 4.0 | 1.9 | -5 | -15 | 0.9 | -2 | -3 | 16
30 | COc1ccc(-n2cc(CN3CCC(OC)CC3)c(-c3cccc(F)c3)n2)cc1 | 0.9 | -8 | 339 | 1.3 | -2.9 | 1 | 14 | 1.2 | -8 | 0 | x
31 | N#CCCN(C(=O)COC(=O)CNC(=O)C12CC3CC(CC(C3)C1)C2)c1ccccc1 | 4.1 | 11 | 3 | -2.6 | 0.0 | -2 | 0 | -0.6 | 1 | -6 | 6
32 | CCOc1ccc(N2C(=O)CC(Cc3cc(C)cc(C)c3)C2=O)cc1 (stereo not drawn) | 2.2 | -2 | 23 | x | 2.2 | -2 | -10 | x | 9 | -4 | -6
33 | Fc1cccc(NC(=S)NCc2ccccc2Cl)c1 | 9.4 | -18 | 6 | 19* | 4.5 | -11 | -22 | 11* | 1 | -4 | -23
34 | Cc1ccc(/C=C/C(=O)O)cc1S(=O)(=O)NCCCO | -0.7 | -3 | -8 | 1.8 | -1.5 | -3 | 8 | -3.0 | -4 | 4 | 28
35 | CCOC(=O)c1c(S(=O)(=O)N(C)C2CCCCC2)c(C)n(C)c1C | 1.6 | 2 | -6 | 0.4 | 0.6 | -9 | -3 | 0.0 | -2 | -3 | 33
36 | CCOc1ccc(NC(=O)COc2ccc(C(=O)N3CCC(C(N)=O)CC3)cc2OC)cc1 | 0.1 | -7 | 0 | -5.8 | 0.7 | -2 | -4 | -0.5 | 10 | -1 | 21
37 | COc1ccccc1-c1nnc(SCC(=O)Nc2oc(C)c3c(C)n[nH]c(=O)c23)n1C | 2.1 | 12 | -13 | -0.2 | -3.8 | 2 | 20 | 2.5 | -5 | -3 | x
38 | Cn1nnnc1SCC(=O)N1CCN(C(=O)c2ccco2)CC1 | 4.9 | 4 | 1 | 3.3 | -3.7 | -1 | 19 | 1.9 | -11 | 0 | -9
39 | Cc1ccc(-c2nc(CN(C)C(C3CC3)C3CC3)c(C)o2)cc1 | 3.0 | 3 | 316* | 2.5 | -0.1 | -8 | 0 | -0.7 | 3 | -4 | -9
40 | COc1ccc(C2=C(C=Nc3c(C)n(C)n(-c4ccccc4)c3=O)C(c3ccccc3C)c3ccccc3O2)cc1OC (stereo not drawn) | 1.4 | 5 | -5 | 2.5 | -0.8 | -5 | 5 | -2.0 | -11 | 5 | -5
41 | Cc1ccc(-n2ncc(C(=O)N3CCN(C(=O)c4ccco4)CC3)c2C2CCN(C(=O)OC(C)(C)C)CC2)cc1C | 1.3 | 11 | 2 | 1.2 | -1.7 | -6 | 9 | 0.5 | -6 | -3 | -6
42 | O=C(CNc1cccc2ccccc12)N/N=C/c1ccc(C(=O)O)cc1 | 3.6 | 6 | 15 | 5.3 | 1.0 | 0 | -6 | -0.3 | -9 | 2 | 8
43 | COc1ccc(S(=O)(=O)NCCSCc2cccs2)cc1 | 2.8 | 6 | x | 2.3 | -1.2 | -5 | 6 | -0.1 | -15 | 3 | -9
44 | OCC[C@@H]1C[C@@H](O)[C@H](O)[C@@]2(CCCCO2)O1 | 1.7 | -25 | -16 | 1.0 | -1.9 | -7 | 10 | -0.2 | 7 | -1 | 0
45 | CC(C)(O)C#Cc1ccc(C(=O)N2CCN(c3ccc(F)cc3)CC2)cc1 | 3.2 | -5 | 2 | 0.8 | -1.5 | -3 | 9 | 1.4 | -10 | -3 | 5
46 | COC(=O)C1CN(C(=O)COc2ccc(Cl)c(C)c2)c2ccccc2O1 (stereo not drawn) | 1.8 | 0 | -12 | 3.5 | -0.8 | 6 | 4 | -0.2 | 4 | 4 | -12
47 | CC(=O)c1ccc(OCC(=O)Nc2ccc(N3CCCCC3)cc2)cc1 | 4.0 | -4 | 14 | 2.4 | 0.9 | -8 | -4 | 2.5 | 0 | -1 | x

Ordered by the number under AddAB inh (highest first): some entries from above.
| No. | smiles | AddAB inh |
| --- | --- | --- |
| 42 | O=C(CNc1cccc2ccccc12)N/N=C/c1ccc(C(=O)O)cc1 | 5.3 |
| 39 | Cc1ccc(-c2nc(CN(C)C(C3CC3)C3CC3)c(C)o2)cc1 | 2.5 |
| 28 | Cc1ccc(C(=O)CNc2cccc(Cl)c2)cc1 | 1.1 |
| 37 | COc1ccccc1-c1nnc(SCC(=O)Nc2oc(C)c3c(C)n[nH]c(=O)c23)n1C | -0.2 |
